GSH fluor – compound fluoresces at 488/530 nm on GSH beads. GSH beads flow cytometry, compound fluorescence 488/530 nm; active compounds read high. fluorescence (KMESF) at 10 µM. 190,000 compounds, 0.25% hits; in the data active = fluorescence above about 89;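 note: glutathione beads carrying GST-tagged Bcl family fusion proteins plus one bare bead set; values are compound well signal with DMSO vehicle wells as background; inactives centre near 16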
Pf gamet viab – inhibitors of late stage P. falciparum gametocyte viability; P. falciparum stage V gametocytes, ATP luminescence, 24 h; inhibition, % at 10.9 µM; 150,000 compounds, 0.065% hits; AID 743093;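 active = inhibition above the mean plus 3 SD of compounds within the control limits, set per campaign, cut at about 38% in these data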;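 note: 0% = DMSO wells and 100% = medium only without gametocytes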
RGS8-Gao – human RGS8-Galphao interaction regulation; P09471; multiplexed bead flow cytometry, RGS8-Galphao binding; actives lie on both sides; response (percent of control binding), % at 10 µM; 220,000 compounds, 0.34% hits; in the data active = response below about 60% or above about 140%; inactive = in between;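 note: Galphao activated as the GDP aluminium fluoride complex binding bead-coupled RGS8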
Target sequence (P09471 whole entry, looked up): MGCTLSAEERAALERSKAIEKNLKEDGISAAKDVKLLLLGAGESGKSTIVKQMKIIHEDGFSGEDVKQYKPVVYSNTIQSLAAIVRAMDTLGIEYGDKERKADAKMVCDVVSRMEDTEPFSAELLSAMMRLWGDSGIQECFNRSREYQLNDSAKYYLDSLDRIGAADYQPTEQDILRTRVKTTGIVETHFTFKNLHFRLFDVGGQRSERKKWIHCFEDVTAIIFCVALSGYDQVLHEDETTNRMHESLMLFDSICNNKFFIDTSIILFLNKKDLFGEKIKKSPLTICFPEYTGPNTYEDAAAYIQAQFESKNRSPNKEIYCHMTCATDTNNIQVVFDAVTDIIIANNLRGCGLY
Bim-Mcl-1 – human Bim-Mcl-1 interaction inhibition | 190,000 compounds, 0.1% hits | AID 1009 | inhibition, % at 10 µM | Q07820 | Bead-based flow cytometry, Bim peptide-Mcl-1 binding; in the data active = inhibition above about 40%;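 note: 0% = no compound tracer wells and 100% = peptide blocker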
ABCB1 block – blocks JC-1 efflux by human ABCB1 transporter. P08183. CCRF-Adr cells, flow cytometry. inhibition, % at 6.6 µM. 190,000 compounds, 0.067% hits; in the data active = inhibition above about 40%;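 note: 0% = vehicle and 100% = reference inhibitor; higher value means more JC-1 retained so stronger ABCB1 efflux block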
Mcl1-Bid inh – disrupts binding of human Mcl-1 to Bid peptide | Q07820 | TR-FRET Mcl-1/Bid-Dy647 peptide binding, 1536-well | inhibition, % at 21.7 µM | 220,000 compounds, 0.97% hits;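 active = compounds that cut the binding signal by more than half at the single screening dose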;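 note: His-tagged Mcl-1 with europium anti-His antibody binding Bid BH3 peptide; 0% = Mcl-1 plus peptide wells and 100% = peptide-only wells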
RGS7-Gao – regulators of human RGS7-Galphao interaction. P09471. Multiplexed bead flow cytometry, RGS7-Galphao binding; actives lie on both sides. binding response (% of control), % at 10 µM. 220,000 compounds, 0.35% hits. AID 1439; in the data active = binding response below about 49% or above about 150%; inconclusive = no clear call, values can overlap the other calls; inactive = in between;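 note: fluorescent Galphao held in activated GDP-AlF4 state binding bead-coupled RGS7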
ABCG2 block – inhibitors of human ABCG2 transporter, ABCB1 counter-screen; 190,000 compounds, 0.1% hits; AID 1325; IgMXP3 cells, JC-1 efflux, flow cytometry; inhibition, % at 6.6 µM; Q9UNQ0;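 active = inhibition above 80%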;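 note: 0% = DMSO and 100% = nicardipine control wells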
Target sequence (Q9UNQ0 whole entry, looked up): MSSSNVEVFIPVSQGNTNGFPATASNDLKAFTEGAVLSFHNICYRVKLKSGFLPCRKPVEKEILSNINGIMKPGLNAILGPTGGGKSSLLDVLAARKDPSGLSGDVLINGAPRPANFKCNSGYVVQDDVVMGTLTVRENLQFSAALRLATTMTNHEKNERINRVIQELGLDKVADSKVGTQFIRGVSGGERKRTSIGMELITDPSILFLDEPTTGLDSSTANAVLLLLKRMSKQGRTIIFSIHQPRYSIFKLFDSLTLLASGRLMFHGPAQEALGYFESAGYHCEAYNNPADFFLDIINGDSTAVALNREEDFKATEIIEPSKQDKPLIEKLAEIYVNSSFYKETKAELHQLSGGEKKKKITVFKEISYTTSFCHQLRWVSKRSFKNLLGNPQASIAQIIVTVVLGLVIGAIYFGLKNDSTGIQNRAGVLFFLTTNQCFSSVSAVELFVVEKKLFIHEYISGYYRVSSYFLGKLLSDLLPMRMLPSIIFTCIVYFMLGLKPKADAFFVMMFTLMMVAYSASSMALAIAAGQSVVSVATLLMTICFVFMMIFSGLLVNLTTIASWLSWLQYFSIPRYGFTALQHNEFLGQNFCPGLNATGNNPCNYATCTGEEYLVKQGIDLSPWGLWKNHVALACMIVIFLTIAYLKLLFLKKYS
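Assay system – ABCG2 IgMXP3 and barcoded ABCB1 CCRF-Adr cell mix · Input – 3 million cells/mL in well · Reagent – JC-1 fluorescent substrate · Compound – single test compound dose, 6.6 µM final · Timing – 10 min exposure at 25 °C with rotation, no wash · Detection – flow cytometry of retained JC-1 fluorescence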
RGS4-Gao reg – human RGS4-Galphao interaction regulation; Multiplexed bead flow cytometry, RGS4-Galphao binding; actives lie on both sides; 220,000 compounds, 0.33% hits; binding response (% of control), % at 10 µM; in the data active = binding response below about 49% or above about 150%; inactive = in between;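 note: fluorescent Galphao activated with aluminum fluoride binding bead-coupled RGS4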
Avidin fluor – avidin bead compound fluorescence profile. Avidin beads, compound fluorescence 488/530 nm, flow cytometry; active compounds read high. fluorescence (KMESF) at 10 µM. AID 1775. 220,000 compounds, 0.38% hits; in the data active = fluorescence above about 47; note: inactives centre near 10
Mcl1 Noxa PPI – Mcl-1/Noxa interaction inhibition. inhibition, % at 21.7 µM. Q07820. 220,000 compounds, 1.5% hits. TR-FRET Mcl-1/Noxa peptide binding, 2 h;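 active = compounds that cut the protein-peptide binding signal by more than 50% relative to plate controls in a single-dose test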;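 note: His-tagged Mcl-1 with rhodamine Noxa BH3 peptide and terbium anti-His antibody; 0% = Mcl-1 plus Noxa peptide wells and 100% = peptide-only wells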
An asterisk follows results filed as active; ? = inconclusive; . = not tested or not shown. No enrichment for hits; 3.3% or so of the library scored in one or more.

No.	molecule	ABCG2 block	GSH fluor	ABCB1 block	RGS8-Gao	Pf gamet viab	Mcl1 Noxa PPI	Bim-Mcl-1	RGS4-Gao reg	RGS7-Gao	Mcl1-Bid inh	Avidin fluor
1	Clc1ccc(CNc2nc(CN3CCOCC3)nc3scc(-c4ccccc4)c23)cc1	0	9	2.5	101	22	11	-8	99	97	10	7
2	CC1(C)CC(=O)C(N=Nc2ccc(OC(F)F)cc2)=C(O)C1	6	11	1.1	77	22	10	-1	89	92	-3	16
3	CC(NC(=O)C1CC2CCCC(C1)C2=O)c1ccccc1 (stereo unspecified)	13	24	0.7	99	5	-5	-2	101	104	1	20
4	COc1ccc2c(c1)C1=NN(/C(C)=C/C(C)=O)C(c3ccc(F)cc3)C1CC2 (stereo unspecified)	0	9	.	83	-8	33	-3	95	95	-6	10
5	COCCCNC(=O)CCCn1c(=O)c2ccccc2n(CC(=O)Nc2c(C)cc(C)cc2C)c1=O	-3	17	-1.2	93	-2	-8	0	100	101	-9	2
6	S=C(Nc1ccc(N2CCOCC2)cc1)Nc1ccc2snnc2c1	2	18	0.2	99	-27	21	0	101	106	-64	12
7	CC(=O)N(C)c1ccc(NC(=O)Nc2ccccc2C)cc1	12	13	1.2	101	-18	-2	2	100	101	-33	10
8	Cc1ccc(NC(=O)CN2CCN(CCN=CC3=C(O)CC(c4ccccc4)CC3=O)CC2)cc1 (stereo unspecified)	10	10	2.8	101	.	6	-3	104	99	-3	9
9	COC(=O)CS(=O)(=O)c1ccsc1C(=O)Nc1ccc(F)cc1	4	11	0.4	106	-8	4	-1	103	105	-8	26
10	O=C1COc2ccc(S(=O)(=O)Nc3ccc4c(c3)OCO4)cc2N1	1	65	0.8	102	11	15	-2	97	99	-27	26
11	C=COC(=O)CSc1snc(SCC(=O)OC)c1C#N	2	47	0.3	101	-21	-14	-1	104	110	-21	19
12	COc1ccc2ccccc2c1CNCCCN1CCOCC1	-3	13	-0.2	107	2	21	0	102	103	-21	12
13	CC(=O)NC(CC(=O)NC12CC3CC(CC(C3)C1)C2)c1ccccc1 (stereo unspecified)	15	7	1.5	131	.	39	0	121	127	-7	12
14	Nc1cccnc1Sc1ccc([N+](=O)[O-])cn1	0	8	-0.2	5.6*	6	10	-8	4.3*	5.8*	-125	-2
15	CCCn1c(SCC(=O)NCc2ccco2)nnc1-c1ccncc1	1	10	1.2	100	-23	5	-1	103	103	-39	10
16	CCN(CC)C(=O)C(=O)N/N=C/c1ccc(C(=O)O)cc1	1	20	0.4	103	-14	11	-4	105	102	-2	14
17	COc1ccc(/C(C)=N/OCC(=O)N=Nc2c(O)[nH]c3ccccc23)cc1	15	13	1.6	95	-10	21	-5	96	93	-3	16
18	CCOc1ccc(NC(=O)c2ccc(OC)cc2)cc1	8	13	1.0	99	6	8	-2	99	100	-6	36
19	CC1CCCCN1S(=O)(=O)c1cnc(Cl)c(Br)c1 (stereo unspecified)	1	6	0.8	102	20	4	-3	101	101	-19	0
20	Cc1ccccc1NC(=O)/C=C/c1cccs1	11	11	2.1	100	8	7	0	102	103	-11	6
21	O=C(Nc1ccc(S(=O)(=O)Nc2ncccn2)cc1)c1ccco1	0	4	0.0	103	.	4	0	103	97	-28	8
22	CCn1cnc2sc(C(=O)N3CCN(c4ccc(OC)cc4)CC3)c(C)c2c1=O	4	31	0.8	100	.	19	0	99	102	-21	10
23	CNC(=S)NCCC(c1ccccc1)c1ccccc1	-5	9	-1.0	91	-19	-8	-2	94	96	-45	2
24	CCC(C)[C@H](NC(=O)NCc1ccccc1Cl)C(=O)O (stereo partly specified)	0	5	0.0	101	.	5	-6	100	101	10	9
25	COc1ccc(N(Cc2cc3ccccc3[nH]c2=O)C(=O)C2CCCO2)cc1 (stereo unspecified)	2	8	0.3	98	.	11	-5	95	96	-25	10
26	COc1cc(OC)cc(-n2nnnc2SCC(=O)N2CCCc3ccccc32)c1	2	19	1.0	100	6	12	0	100	96	-1	6
27	O=S(=O)(CCc1nc2ccccc2o1)c1ccc(Cl)cc1	0	33	0.4	102	22	-7	-1	102	99	-6	13
28	CCc1sc(C(C2C(=O)CC(C)(C)CC2=O)C2C(=O)CC(C)(C)CC2=O)cc1[N+](=O)[O-]	0	11	-0.2	90	7	48	5	94	82	33	9
29	Cc1cc(C)n(-c2ccc(C(=O)Nc3sccc3C(N)=O)cc2)n1	0	6	0.1	98	15	39	0	94	92	-54	12
30	O=C(NC(=S)N1CCN(C(c2ccccc2)c2ccccc2)CC1)c1ccc(S(=O)(=O)N2CCOCC2)cc1	-3	11	-1.9	101	.	-46	-6	105	106	-48	29
31	C#CCOCCOCCOCCNc1nc(N2CCN(C(=O)[C@H]([C@@H](C)CC)n3cc([C@@H](N)CO)nn3)CC2)nc(N2CCN(C(=O)[C@H]([C@@H](C)CC)n3cc([C@@H](N)CC(C)C)nn3)CC2)n1	-1	19	-0.1	102	.	23	-2	100	101	56*	6
32	O=C(NCCc1cn2ccccc2n1)c1ccc(Br)o1	1	22	0.2	105	.	19	-1	104	105	-21	6
33	Cc1cc(NC(=O)NC(=O)c2ccc(F)cc2F)n[nH]1	3	18	0.4	99	.	10	-5	99	100	-11	8
34	CCOc1ccc(CN(C)CC(=O)Nc2cccc3ccccc23)cc1OC	3	12	0.8	104	15	36	0	100	?	26	12
35	Cc1nn(C)c(C)c1S(=O)(=O)N1CCC(C(=O)NCCC2=CCCCC2)CC1	5	22	0.6	76	.	6	7	87	85	-21	5
36	CC(C)(C)C(=O)Nc1nnc(SCc2ccc(F)cc2)s1	1	40	0.1	104	13	2	0	104	101	12	6
37	Cc1c(NC(=O)/C(C#N)=C/c2ccc(-c3ccc(Cl)c(Cl)c3)o2)c(=O)n(-c2ccccc2)n1C	-5	17	-1.0	98	19	21	-10	99	99	29	8
38	Cc1ccc(/C=N/NC(=O)CN(Cc2ccccc2)S(=O)(=O)c2ccc3c(c2)OCCO3)cc1	2	5	0.4	99	9	12	23	100	101	3	6
39	COc1cc(Cl)c(S(=O)(=O)N2CCN(Cc3ccc4c(c3)OCO4)CC2)cc1Cl	4	20	0.4	101	.	15	0	107	106	-8	6
40	Cc1cc(C)c2nc(Cl)c(CN(Cc3ccco3)C(=O)Nc3ccccc3C)cc2c1	0	30	0.1	97	-5	-13	0	99	96	-2	6
41	Cc1cc(C)n(CC(C)Nc2nc3nonc3nc2N2CCCCC2)n1 (stereo unspecified)	6	10	1.5	99	-15	17	-3	102	102	-22	11
42	COc1ccc(C(=O)NCCn2ccc3ccccc32)c(OC)c1	8	12	0.4	102	4	-3	-2	100	99	-32	20
43	C#CCNC(=O)C1=C[C@@H](c2csc3ccccc23)[C@H](CCCO)[C@@H](OCC)O1	4	20	1.1	98	-20	4	-3	101	103	-4	6
44	NC(=O)Cc1c[nH]c2cccc(O)c12	8	66	0.1	98	-9	28	-3	97	95	-22	7
45	O=[N+]([O-])c1cccc(-c2nc(-c3ccncc3)no2)c1	6	8	0.3	102	18	14	-2	99	103	4	28
46	CCOC(=O)c1nn(-c2ccccc2)c(-c2ccccc2)c1C(=O)c1ccccc1	3	9	0.7	98	.	-3	0	96	100	-16	10
47	Cc1[nH]cc(Br)c(=O)c1Oc1ncc(C(F)(F)F)cc1Cl	1	10	0.5	101	-14	4	-1	99	99	-2	14
48	COc1ccccc1Nc1n[nH]c(=S)s1	-1	11	-1.0	94	-30	7	-6	100	?	-58	9
49	CC(C)=CCc1c(O)ccc(C(=O)Cc2ccccc2)c1O	10	23	-0.3	99	-11	-10	-5	98	100	-9	13
50	Cc1ccc(C(=O)OCCn2cc(C#N)c(=O)[nH]c2=O)cc1	11	11	0.4	100	-22	16	-2	98	94	-13	11
51	CCCCN(CC)CCCNC(=O)CS(=O)(=O)Cc1nc(-c2cccc(OC)c2)oc1C	4	32	0.7	100	-13	6	-7	106	103	-11	12
52	COc1ccc(OCCC(=O)Nc2cc(C)on2)cc1	3	33	-0.8	99	-11	-14	-1	98	101	-3	16
53	CC(=O)Nc1nc2c(s1)C(=O)NCC(C)(C)C2	.	.	.	104	0	-6	.	100	?	-3	4
54	Cc1ccc(CNC(=O)C2CCCN(S(=O)(=O)c3c(C)[nH]c(=O)[nH]c3=O)C2)cc1 (stereo unspecified)	3	25	1.2	103	9	5	0	101	102	9	5
55	O=c1c2cn[nH]c2nc(SCc2cc(=O)n3cc(Br)ccc3n2)n1-c1ccc(Br)cc1	1	12	7.1	101	3	-11	-1	106	108	-40	7
56	O=C1N/C(=N\N=C\c2ccco2)SC1Cc1ccc(F)cc1 (stereo unspecified)	4	14	-0.3	97	4	-5	0	97	?	-30	9

Additional structures
No.	molecule	ABCG2 block	GSH fluor	ABCB1 block	RGS8-Gao	Pf gamet viab	Mcl1 Noxa PPI	Bim-Mcl-1	RGS4-Gao reg	RGS7-Gao	Mcl1-Bid inh	Avidin fluor
57	COc1ccc(NC(=O)COC(=O)COc2ccc(Br)cc2)cc1	3	12	0.7	102	11	-5	-4	103	99	-8	24
58	Cc1ccc(NC(=O)c2ccc(N3CCOCC3)c([N+](=O)[O-])c2)cc1S(=O)(=O)N1CCOCC1	21	11	1.8	101	.	12	-1	96	98	-6	13
59	CCCCC1=CC2=CC(=O)C(C)(OC(=O)CC)C(=O)C2=CN1Cc1ccco1 (stereo unspecified)	.	.	.	99	.	8	.	99	?	-46	9
60	O=[N+]([O-])c1ccc(OC/C=C2\Oc3ccc([N+](=O)[O-])cc3C2N2CCOCC2)cc1 (stereo unspecified)	3	31	-0.9	99	.	-13	-1	99	93	1	7
61	Cc1noc(NS(=O)(=O)c2ccc(N/C=C/C(=O)c3ccccc3)cc2)c1C	1	10	0.3	96	-10	16	-1	98	98	-73	19
62	COc1ccc(OC)c(CN2C(=O)CCC2(C)C(=O)NC2CCCCCC2)c1 (stereo unspecified)	5	22	1.5	99	-3	9	2	97	98	-1	29
63	CC(C)(C)C(=O)Nc1ccc(C(=O)NNC(=O)c2ccccc2)cc1	0	13	0.3	102	-1	15	0	103	?	-43	9
64	COC(=O)C1(Cc2ccccc2)NC(c2ccccc2C)C2C(=O)N(c3ccc4c(c3)OCO4)C(=O)C21 (stereo unspecified)	1	13	0.3	99	.	-4	1	100	101	-11	5
65	CCOC(=O)c1c(NC(=O)CN2CCCc3ccccc32)sc(C)c1C	11	13	1.1	99	0	-4	-9	99	99	-17	11
66	Cc1nc(CNS(=O)(=O)c2cc(F)ccc2F)cs1	2	20	0.9	.	.	-4	-3	.	.	-3	.
67	C/C(=N/NS(=O)(=O)c1ccc(Cl)cc1)c1cccc(O)c1	14	23	0.4	102	5	19	-5	100	101	-15	11
68	CCc1cc2c(SCC(=O)c3ccc(C)cc3)ncnc2s1	5	17	0.8	99	27	-14	-4	87	87	-8	23
